# High-throughput results deposited in PubChem by several laboratories.
# CAL PDZ FP-1 – CAL PDZ (human) peptide binding inhibition. Q9HD26. AID 602252. 300,000 tested, 0.92% active. purified CAL PDZ, TMR-peptide fluorescence polarization, 1 h. inhibition, % at 24.9 µM;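 active = mean inhibition of at least 30% with at least half of replicates also reaching 30%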;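 note: 0% = DMSO neutral control and 100% = excess unlabeled competitor peptide PRC23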
# DSG3 Ab inh – inhibitors of pemphigus antibody binding to human desmoglein-3; P32926; DSG3-coupled beads, scFv-anti-DSG3-GFP binding, flow cytometry; hits give low values; binding (percent of control), % at 10 µM; 310,000 tested, 0.48% active;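 active = binding more than 3 SD below its plate's average and above zero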;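 note: hits lower antibody fragment binding to DSG3; some compounds called inactive have numbers as strong as hits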
# Target sequence (P32926 whole entry, looked up, the tested form may be a part): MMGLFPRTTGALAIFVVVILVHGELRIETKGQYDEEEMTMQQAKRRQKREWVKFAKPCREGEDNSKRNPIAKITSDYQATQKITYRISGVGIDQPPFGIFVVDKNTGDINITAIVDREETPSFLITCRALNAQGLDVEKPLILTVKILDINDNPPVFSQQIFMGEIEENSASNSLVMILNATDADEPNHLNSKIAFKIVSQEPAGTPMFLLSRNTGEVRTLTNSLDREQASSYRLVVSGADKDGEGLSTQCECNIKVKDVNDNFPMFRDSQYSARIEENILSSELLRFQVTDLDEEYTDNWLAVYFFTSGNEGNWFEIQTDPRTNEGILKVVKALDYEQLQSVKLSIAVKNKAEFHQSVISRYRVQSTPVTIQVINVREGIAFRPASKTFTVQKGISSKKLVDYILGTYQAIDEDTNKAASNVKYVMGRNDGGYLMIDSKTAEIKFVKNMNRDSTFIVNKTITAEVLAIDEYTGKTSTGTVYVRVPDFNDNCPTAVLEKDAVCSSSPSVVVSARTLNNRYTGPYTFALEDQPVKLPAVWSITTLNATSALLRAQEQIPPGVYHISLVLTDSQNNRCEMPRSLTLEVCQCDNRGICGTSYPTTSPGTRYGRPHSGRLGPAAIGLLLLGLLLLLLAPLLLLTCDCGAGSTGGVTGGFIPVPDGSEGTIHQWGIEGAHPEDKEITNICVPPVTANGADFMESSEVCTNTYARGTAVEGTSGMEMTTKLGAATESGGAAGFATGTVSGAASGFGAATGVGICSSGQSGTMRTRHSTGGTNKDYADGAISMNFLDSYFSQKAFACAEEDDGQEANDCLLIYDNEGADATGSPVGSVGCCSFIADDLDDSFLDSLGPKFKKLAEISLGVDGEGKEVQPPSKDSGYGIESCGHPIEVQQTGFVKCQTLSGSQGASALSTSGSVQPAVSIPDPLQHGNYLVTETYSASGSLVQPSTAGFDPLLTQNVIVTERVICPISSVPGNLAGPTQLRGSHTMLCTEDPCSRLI
# NSD2 inh – blocks human histone methyltransferase NSD2; O96028; NSD2 peptide methylation, AlphaScreen, 120 min; inhibition, % at 12.5 µM; 310,000 tested, 0.54% active; AID 743445; in the data active = inhibition above about 50%
# Cardiac RTF inh – cardiac RTF calcium desensitization; AID 493244; inhibition, % at 7.15 µM; IANBD-labeled cardiac RTF, Ca2+ fluorescence; 340,000 tested, 0.12% active; P19429+P45379;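 active = inhibition above the mean inhibition of all tested compounds plus 3 SD, cut at about 17% in these data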;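 note: assay run at fixed EC70 calcium of 1.6 mM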
# CAL PDZ FP-2 – blocks peptide binding to human CAL PDZ domain. purified CAL PDZ, TMR-peptide fluorescence polarization, 1 h. inhibition, % at 20 µM. 330,000 tested, 0.02% active. AID 504414;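 active = highest replicate inhibition of at least 40%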;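 note: plate controls were DMSO neutral control wells for no effect and unlabeled competitor peptide control wells for full effect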
#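 Control set: unlabelled peptide and DMSO controls / Material: purified CerCALP PDZ construct / Timing: 1 h incubation at room temperature before polarization reading / Doses: 20 µM, one dose / Detection: fluorescence polarization (mP)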
# LANA DNA inh – blocks KSHV LANA C-terminal domain binding to DNA; MBP-C-LANA/FAM-LBS DNA binding, fluorescence polarization; inhibition, % at 9 µM; 340,000 tested, 0.078% active; AID 504423;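 active = highest replicate inhibition at or above 60% at 9 µM, even if other replicates fall short; inactive = all replicates below 60% inhibition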;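 note: 0% = neutral control wells and 100% = 4 µM acridine orange control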
# Arrestin-AP2 inh – inhibitors of human beta-arrestin and AP2 interaction | FITC-arrestin peptide / GST-AP2 beads, flow cytometry; AP2 beta2 appendage carries R879A mutation | inhibition, % at 10 µM | 340,000 tested, 0.31% active | AID 504490;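 active = inhibition above a set limit, near 3 SD of compounds lacking own fluorescence, cut at about 54% in these data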;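 note: plate controls were DMSO wells for no effect and 5 µM unlabelled arrestin peptide for full effect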
#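 test system = AP2 appendage R879A on GSH beads | buffer or medium = PBS plus Tween 20 (0.05%) and BSA (0.1%) | incubation = 12 min plus 1 h, RT | detection = bead flow cytometry, FITC channel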
# DAGLB inh – diacylglycerol lipase beta (human) inhibition; Q8NCG7; HEK293T DAGLB membrane lysate, EnzChek fluorogenic substrate; inhibition, % at 5.17 µM; 340,000 tested, 0.059% active; AID 504411; in the data active = inhibition above about 34%;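 note: 0% = enzyme with vehicle and 100% = wells lacking enzyme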
# Keap1-Nrf2 PPI – inhibitors of human Keap1-Nrf2 protein-protein interaction. 340,000 tested, 0.15% active. AID 504523. Keap1 Kelch-Nrf2 peptide fluorescence polarization, 1536-well. inhibition, % at 9.4 µM; in the data active = inhibition above about 12%;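 note: human Keap1 Kelch domain with fluorescein labeled Nrf2 9mer peptide probe; 0% = neutral control wells and 100% = peptide positive control; higher means more block of Keap1 binding to Nrf2 peptide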
# V-ATPase pHluor – yeast V-ATPase proton transport regulation by pHLuorin | response, % at 10 µM | 350,000 tested, 0.37% active | S. cerevisiae, pHLuorin cytosolic pH fluorescence; in the data active = response mostly above about 7.3%, no sharp cut-off; inactive = mostly below about 5.4%; note: actives read high; inactives centre near 0; some compounds called inactive have numbers as strong as hits
# * = called active by the depositor; · = not tested or not shown. These rows are one share of the data; the hit share may differ from the screen's.
no. | molecule | CAL PDZ FP-1 | DSG3 Ab inh | NSD2 inh | Cardiac RTF inh | CAL PDZ FP-2
1 | NS(=O)(=O)c1ccc(CCNS(=O)(=O)c2ccc(Cl)nc2)cc1 | -2.7 | 93.1 | -2.3 | 6.5 | -1.3
2 | O=C(CSc1nnc2ccccn12)NC(=O)c1cccc([N+](=O)[O-])c1 | · | 92.5 | -0.7 | 3.5 | -0.6
3 | CCCc1cc(=O)oc2c(C)c(OCC(=O)NCc3ccccn3)ccc12 | -3.5 | 97.9 | · | -8.0 | -2.6
4 | CN1CCN(CC(=O)Nc2c(C#N)cnn2-c2ccccc2)CC1 | · | 103.5 | 0.6 | · | ·
5 | Cc1c(N=C/C=C/c2ccccc2)c(=O)n(-c2ccccc2)n1C | -1.2 | 106.3 | 8.2 | -2.6 | -0.6
6 | CCCOc1ccc(C(CC(=O)O)NC(=O)CC(c2ccccc2)c2ccccc2)cc1 (stereo not given) | 5.5 | 101.8 | -6.0 | · | -0.5
7 | O=C1CCC(c2ccccc2)(c2ccccc2)CC1 | -2.6 | 93.6 | -0.9 | -0.9 | -0.6
8 | Cc1occc1C(=O)Nc1cc(=O)n(C)c(=O)n1C | -7.3 | 114.4 | -1.4 | -6.1 | -2.8
9 | CC1CN(c2ccc(NC(=O)c3ccco3)cc2C(=O)O)CC(C)O1 (stereo not given) | 3.8 | · | 14.4 | 4.4 | 0.5
10 | CC12CCC=CC1=C(C=O)C1C2CCC2(C)C(O)CCC12 (stereo not given) | -2.6 | 116.9 | 1.9 | -5.2 | -1.9

no. | LANA DNA inh | Arrestin-AP2 inh | DAGLB inh | Keap1-Nrf2 PPI | V-ATPase pHluor
1 | 0.7 | 4.7 | 0.7 | 1.8 | 1.0
2 | 2.2 | -3.8 | -0.4 | -1.0 | -3.7
3 | 0.8 | 20.3 | -2.4 | 0.8 | -3.9
4 | · | -12.8 | · | · | 1.2
5 | 0.6 | 2.5 | 1.8 | -1.6 | 1.0
6 | -1.1 | -19.8 | · | -0.1 | -0.7
7 | 0.9 | -7.2 | -2.9 | -0.3 | -2.6
8 | 6.7 | 22.4 | -6.1 | 3.9 | 0.3
9 | -0.8 | 9.4 | -0.6 | 1.1 | -3.1
10 | -0.5 | 5.7 | 1.1 | -7.1 | 0.4

# (more compounds)
no. | molecule | CAL PDZ FP-1 | DSG3 Ab inh | NSD2 inh | Cardiac RTF inh | CAL PDZ FP-2
11 | CCOc1cc(CNn2nnnc2N)ccc1OCC(=O)NC(C)(C)C | -3.8 | 115.6 | 0.4 | -10.6 | -1.1
12 | Cc1c(C(=O)OC2CCCCC2)[nH]c2c1C(=O)CC(C)(C)C2 | 2.7 | · | 0.9 | -1.0 | -2.8
13 | Cc1ccc(Cl)cc1N1CCN(S(C)(=O)=O)CC1 | -2.0 | 94.3 | 4.2 | -1.4 | -4.1
14 | COc1ccc(NC(=O)C2CCCN(c3cnccn3)C2)c(OC)c1 (stereo not given) | -3.7 | · | -2.2 | -5.9 | -1.4
15 | Fc1ccc(CSc2ccc3nnc(-c4cccs4)n3n2)cc1 | 0.3 | 96.9 | 0.6 | 0.6 | -2.3
16 | CCc1ccccc1NC(=O)N1C2CCCC1CC(NC(C)=O)C2 (stereo not given) | -5.0 | · | 3.2 | -9.4 | -1.1
17 | Cc1cc(NC(=O)C2CCCCC2C(=O)O)ccc1NC(=O)c1ccccc1 (stereo not given) | · | 108.6 | -1.1 | 1.9 | -0.7
18 | COc1ccc(CCC(=O)Nc2ccc(C)c([N+](=O)[O-])c2)cc1 | -2.0 | 110.3 | 10.6 | 5.2 | 0.7
19 | COc1cc(C(=O)Oc2ccc3c(c2)OCC3=O)cc(OC)c1OC | -0.6 | · | -1.7 | -1.2 | -1.4
20 | CCOC(=O)C1=C(C)N=c2s/c(=C\c3ccncc3)c(=O)n2C1c1ccc2c(c1)OCO2 (stereo not given) | -3.1 | 108.5 | 2.5 | 2.8 | -1.1

no. | LANA DNA inh | Arrestin-AP2 inh | DAGLB inh | Keap1-Nrf2 PPI | V-ATPase pHluor
11 | -0.1 | 3.7 | 0.6 | -2.6 | -4.4
12 | -1.5 | 0.0 | -2.8 | -6.1 | -1.2
13 | 20.7 | -8.6 | 1.6 | -2.1 | -3.1
14 | 0.5 | -5.8 | -1.7 | -7.1 | 1.0
15 | 1.7 | 12.2 | -5.3 | 0.1 | -2.5
16 | 0.3 | -8.4 | -1.3 | -5.9 | 4.1
17 | 0.1 | 2.5 | -1.2 | -0.9 | 1.6
18 | -0.4 | -2.6 | -3.7 | -4.4 | -2.5
19 | -1.5 | 7.9 | -3.9 | -4.3 | -1.2
20 | 2.4 | -1.2 | 1.4 | -6.0 | 1.9

# Some of these compounds in order of length of the SMILES, lowest first:
no. | molecule | CAL PDZ FP-1 | DSG3 Ab inh | NSD2 inh | Cardiac RTF inh | CAL PDZ FP-2
15 | Fc1ccc(CSc2ccc3nnc(-c4cccs4)n3n2)cc1 | 0.3 | 96.9 | 0.6 | 0.6 | -2.3
16 | CCc1ccccc1NC(=O)N1C2CCCC1CC(NC(C)=O)C2 (stereo not given) | -5.0 | · | 3.2 | -9.4 | -1.1
11 | CCOc1cc(CNn2nnnc2N)ccc1OCC(=O)NC(C)(C)C | -3.8 | 115.6 | 0.4 | -10.6 | -1.1
14 | COc1ccc(NC(=O)C2CCCN(c3cnccn3)C2)c(OC)c1 (stereo not given) | -3.7 | · | -2.2 | -5.9 | -1.4
19 | COc1cc(C(=O)Oc2ccc3c(c2)OCC3=O)cc(OC)c1OC | -0.6 | · | -1.7 | -1.2 | -1.4

no. | LANA DNA inh | Arrestin-AP2 inh | DAGLB inh | Keap1-Nrf2 PPI | V-ATPase pHluor
15 | 1.7 | 12.2 | -5.3 | 0.1 | -2.5
16 | 0.3 | -8.4 | -1.3 | -5.9 | 4.1
11 | -0.1 | 3.7 | 0.6 | -2.6 | -4.4
14 | 0.5 | -5.8 | -1.7 | -7.1 | 1.0
19 | -1.5 | 7.9 | -3.9 | -4.3 | -1.2

# Compounds above with a Cl atom, in the order listed:
no. | molecule | CAL PDZ FP-1 | DSG3 Ab inh | NSD2 inh | Cardiac RTF inh | CAL PDZ FP-2
1 | NS(=O)(=O)c1ccc(CCNS(=O)(=O)c2ccc(Cl)nc2)cc1 | -2.7 | 93.1 | -2.3 | 6.5 | -1.3
13 | Cc1ccc(Cl)cc1N1CCN(S(C)(=O)=O)CC1 | -2.0 | 94.3 | 4.2 | -1.4 | -4.1

no. | LANA DNA inh | Arrestin-AP2 inh | DAGLB inh | Keap1-Nrf2 PPI | V-ATPase pHluor
1 | 0.7 | 4.7 | 0.7 | 1.8 | 1.0
13 | 20.7 | -8.6 | 1.6 | -2.1 | -3.1

# New compounds follow
no. | molecule | CAL PDZ FP-1 | DSG3 Ab inh | NSD2 inh | Cardiac RTF inh | CAL PDZ FP-2
21 | Cc1nc(Cl)sc1C(=O)Nc1ccccc1 | -4.1 | 101.2 | -1.6 | -13.8 | -0.8
22 | O=C(CN1CCCC1)Nc1cc(C(F)(F)F)cc(C(F)(F)F)c1 | -5.0 | 103.8 | -1.5 | -13.7 | -1.0
23 | Cc1onc(-c2ccccc2)c1C(=O)OCC(=O)Nc1ccccc1 | · | 112.5 | -2.3 | -16.3 | -2.5
24 | C=CC(=C)CC(NC)c1ccccc1 (stereo not given) | 4.8 | 105.3 | 4.8 | 3.0 | ·
25 | CCC(C(=O)OC(C)C(=O)Nc1ccc(Cl)cn1)c1ccccc1 (stereo not given) | -2.6 | 112.8 | 2.9 | -3.8 | -3.2
26 | Cc1ccc(NS(=O)(=O)c2cccc([N+](=O)[O-])c2)nc1 | -2.0 | 106.6 | -3.0 | -3.6 | 0.2
27 | Cc1cccc(-c2oc3ccc(-c4ccc5c(c4)OCO5)cc3c2/C=C/c2ccc(N)cc2)c1 | -0.5 | 96.1 | · | -45.6 | -0.2

no. | LANA DNA inh | Arrestin-AP2 inh | DAGLB inh | Keap1-Nrf2 PPI | V-ATPase pHluor
21 | 1.0 | -1.3 | 0.2 | -0.5 | -2.0
22 | -0.3 | -14.8 | -0.3 | -4.2 | 12.8
23 | 1.8 | 12.5 | -4.0 | -2.3 | -1.1
24 | -5.8 | -9.4 | 1.7 | -9.2 | 5.0
25 | -0.6 | -6.4 | -4.3 | 0.7 | -2.9
26 | 0.9 | 36.3 | 0.0 | -0.6 | 0.1
27 | 1.0 | 0.8 | -2.5 | -4.1 | 5.1
